Compound activity: PubChem BioAssay, The Scripps Research Institute Molecular Screening Center
Tn7 DDE FP – disrupts Tn7 cyclic peptide binding to fibrin D-Dimer-E complex; FP displacement of FITC-Tn7 peptide from fibrin DD(E); 0% = median of compound wells per plate; hit rate 0.13% among 370,000; P02675; inhibition, % at 8.3 µM;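 active = inhibition above the mean of compounds falling within the control limits plus 3 SD of them, cut at about 14% in these data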;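 also: 0% = plate median of compound wells and 100% = 10 µM Aha-Tn7 peptide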
Target sequence (P02675 whole entry, looked up): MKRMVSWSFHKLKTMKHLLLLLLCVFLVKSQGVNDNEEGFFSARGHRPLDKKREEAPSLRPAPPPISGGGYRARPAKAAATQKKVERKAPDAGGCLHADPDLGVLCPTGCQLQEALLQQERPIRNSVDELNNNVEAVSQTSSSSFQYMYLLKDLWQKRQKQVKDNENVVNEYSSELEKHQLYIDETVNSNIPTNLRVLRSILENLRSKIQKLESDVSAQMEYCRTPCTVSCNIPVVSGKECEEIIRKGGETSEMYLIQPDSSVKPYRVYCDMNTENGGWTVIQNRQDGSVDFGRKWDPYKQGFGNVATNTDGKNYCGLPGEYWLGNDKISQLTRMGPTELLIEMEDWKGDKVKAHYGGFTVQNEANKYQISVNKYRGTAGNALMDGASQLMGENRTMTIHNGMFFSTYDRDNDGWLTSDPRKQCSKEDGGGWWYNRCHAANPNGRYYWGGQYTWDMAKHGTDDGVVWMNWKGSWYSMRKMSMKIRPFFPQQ
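system = human fibrin DD(E) protein | quantity = DD(E) 2 µM final | medium = Tris/NaCl/CaCl2 buffer, pH 7.8 | also added = labelled Tn7 tracer, 0.1 µM | compound dosing = single point at 8.3 µM | timing = compound with protein 10 min, then 3 h after probe, room temperature | signal = FP measurement | benchmarks = Aha-Tn7 high control | repeats = one replicate per compound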
HTRA1 inhibitor – blocks human HTRA1 serine peptidase. hit rate 0.5% among 340,000. recombinant HTRA1, FP-rhodamine activity-based probe, fluorescence polarization. inhibition, % at 5.96 µM. Q92743; in the data active = inhibition above about 36%;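 also: 0% = enzyme with DMSO and 100% = wells lacking enzyme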
PG9 binder – PG9 antibody binding by small molecule; TR-FRET gp120-PG9 antibody binding; inhibition, % at 6.7 µM; hit rate 0.43% among 360,000; AID 624416; in the data active = inhibition above about 8.5%
LEDGF integ inh – blocks HIV-1 LEDGF/p75-dependent DNA integration | TR-FRET IN-LEDGF/p75 DNA integration, Eu/Cy5 | inhibition, % at 3.7 µM | hit rate 0.64% among 370,000;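 active = inhibition above the screen-wide mean plus 3 SD, cut at about 13% in these data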;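 also: signal is the Cy5 over europium emission ratio at 671 and 618 nm; 0% = plate median of compound wells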
SIAE primary – human SIAE inhibition, primary screen; Q9HAT2; SIAE FP-Rh probe binding, fluorescence polarization; inhibition, % at 9.66 µM; hit rate 0.69% among 370,000; AID 1053197;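 active = inhibition above a cutoff: mean of compounds within the control limits plus 3 SD of those, cut at about 17% in these data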;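 also: 0% = plate median of compound wells and 100% = probe without SIAE protein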
Target sequence (Q9HAT2 whole entry, looked up): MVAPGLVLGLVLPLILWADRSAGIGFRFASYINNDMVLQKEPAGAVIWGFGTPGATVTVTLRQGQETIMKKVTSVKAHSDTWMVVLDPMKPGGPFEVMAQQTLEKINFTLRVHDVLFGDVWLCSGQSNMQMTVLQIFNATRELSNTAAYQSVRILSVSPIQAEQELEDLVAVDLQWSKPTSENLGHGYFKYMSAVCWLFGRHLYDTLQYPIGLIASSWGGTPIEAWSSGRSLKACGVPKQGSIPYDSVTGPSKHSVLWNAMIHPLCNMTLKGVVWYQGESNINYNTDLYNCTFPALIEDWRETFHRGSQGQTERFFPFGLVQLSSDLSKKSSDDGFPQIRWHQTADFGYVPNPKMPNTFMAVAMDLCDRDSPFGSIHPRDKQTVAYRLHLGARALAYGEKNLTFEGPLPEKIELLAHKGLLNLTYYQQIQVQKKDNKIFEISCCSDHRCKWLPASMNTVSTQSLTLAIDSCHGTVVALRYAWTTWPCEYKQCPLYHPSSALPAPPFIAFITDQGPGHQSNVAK
TCR CD3 inh – human TCR-CD3 binding inhibition; TAMRA-labeled TCR probe fluorescence, biochemical; inhibition, % at 9.4 µM; hit rate 0.37% among 360,000; AID 651800; in the data active = inhibition above about 19%;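 also: recombinant mutant TCR 2C K166C tagged with TAMRA read by polarization; 0% = receptor in buffer alone and 100% = receptor with positive control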
TDP2 absorb – TDP2 (human) inhibition, absorbance primary screen; O95551; recombinant TDP2, T5PNP hydrolysis, p-nitrophenol absorbance 415 nm; inhibition, % at 12.8 µM; hit rate 0.34% among 370,000;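 active = inhibition above the mean of all tested compounds plus 3 SD, set per campaign, cut at about 25% in these data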;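 also: 0% = DMSO with enzyme and 100% = buffer with substrate but no TDP2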
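Assay system: Recombinant human TDP2 | Quantity: 120 nM TDP2 per well | Incubation: 2 h at 37 °C | Signal: Epi absorbance | Evaluation: Percent inhibition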
PRMT1 FP inh – blocks human protein arginine methyltransferase 1. recombinant PRMT1, activity-based probe fluorescence polarization. inhibition, % at 2.79 µM. hit rate 1.3% among 370,000;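 active = inhibition above about 21% made by adding two undisclosed values, limit read from the data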
mABHD4 FP – inhibits mouse alpha/beta hydrolase domain 4 | purified mABHD4, FP-Rh probe fluorescence polarization | inhibition, % at 8.92 µM | hit rate 0.54% among 370,000;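 active = inhibition exceeding the mean over every tested compound plus 3 SD, cut at about 30% in these data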;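 also: 0% = plate median of compound wells and 100% = S159A mutant with DMSO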
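Test system: mABHD4 protein; Read-out basis: % inhibition; Incubation: 45 min + 60 min at 25 °C; Repeats: single replicate; Technique: fluorescence polarization with parallel and perpendicular emission, 525/598 nm; Compound: 8.92 µM, single dose; Benchmarks: full inhibition S159A mutant plus DMSO, zero as sample-well median.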
UHRF1 MBD2 ctr – blocks human UHRF1 binding to methylated DNA; Q96T88; hit rate 0.75% among 370,000; inhibition, % at 4.4 µM; UHRF1 binding to methylated oligo, TR-FRET; in the data active = inhibition above about 21%;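 also: UHRF1 SRA domain binding a hemimethylated CpG hairpin DNA probe; 0% = median of test compound wells and 100% = reference inhibitor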
* marks the source's active call; other numbers are inactive results; nt = no result given.

SMILES	Tn7 DDE FP	HTRA1 inhibitor	PG9 binder	LEDGF integ inh	SIAE primary	TCR CD3 inh	TDP2 absorb	PRMT1 FP inh	mABHD4 FP	UHRF1 MBD2 ctr
O=C(NN1CCOCC1)C12CC3CC(CC(C3)C1)C2	-3	4	-1.2	3	-2	0	-1	2	1	-1
COC(=O)C1=C(C)N(C)C(=NCc2ccc3c(c2)OCO3)NC1c1ccccc1 (centres undefined)	-2	nt	5.5	-1	5	4	-2	-4	3	2
O=C(c1ccc(CNS(=O)(=O)c2ccccc2)cc1)N1CCN(Cc2ccccc2)CC1	2	1	-0.6	0	-8	-2	-14	0	-15	7
COc1ccc(N(C)C(=O)C2CCCN2S(=O)(=O)c2cccc3nsnc23)cc1 (centres undefined)	5	3	0.2	1	0	-1	8	2	0	4
CC(C)CCN1CCC(Cc2ccccc2)(NC(=O)c2ccccc2)C1=O (centres undefined)	-6	-10	-1.1	-2	-1	8	-4	-3	0	0
CCCCN1C(=O)C(=O)N(CC(=O)c2cc(C)n(-c3cc(C)on3)c2C)C1=O	-6	0	-0.4	4	11	4	-4	-7	2	5
CS(=O)(=O)c1ccc(Nc2nc(C(N)Cc3ccc(F)cc3)cs2)cc1 (centres undefined)	-1	nt	-2.3	0	2	-1	-5	-2	-1	-3
Cc1ccccc1OCCC(=O)OCC(=O)NC(=O)c1ccccc1	5	0	-0.1	2	-2	2	-4	2	8	2
CC(=O)Nc1cccc(NC(=S)Nc2cccc3ccccc23)c1	-2	4	-1.4	-1	7	-2	0	0	8	-3
Cc1nn(-c2ccccc2)c(C)c1NC(=O)COc1ccc(C#N)cc1	1	0	-1.6	-2	-3	2	6	-1	-1	6
Cc1occc1-c1nnc(SCC(=O)N2CC(=O)Nc3ccccc32)n1CC(C)C	4	-7	-0.6	-3	-7	5	0	-4	-4	-3
CC1(C)Cc2c(sc(NC(=O)C(=O)N3CCCCC3)c2C(N)=O)CO1	0	0	0.7	-6	2	2	-2	4	6	2
COC(=O)C1=C(SC)N(c2ccc(OC)cc2)C(c2ccccc2)CC1=O (centres undefined)	-1	4	0.1	0	11	2	-3	-1	-6	-1
CCCC(=O)c1cc2c(cc1NC(=O)CC)OCCO2	-7	-2	0.6	3	0	11	0	-6	0	0
COc1ccc(OCc2cc(-c3ccc(Cl)cc3)no2)cc1	1	-4	-0.9	3	1	0	7	-1	-4	-3
Nn1cnnc1SCC(=O)Nc1ccc2c(c1)OCCO2	8	-1	1.1	-3	-2	0	-12	0	-6	1
CCCOc1ccc(/C=C2\SC(=S)N(CC3CCCO3)C2=O)cc1 (centres undefined)	-2	-6	0.3	-2	-5	1	2	-5	2	1
CC(C)CNC(=S)Nc1ccc(F)cc1	6	4	-0.6	-2	7	4	8	-1	-1	1
CC1CC(C)CN(C(=O)c2cccc(S(=O)(=O)N3c4ccccc4CC3C)c2)C1 (centres undefined)	-2	-13	-0.9	5	0	6	-11	-2	-6	2
O=C(CCc1c[nH]c2ccccc12)NCc1ccc2c(c1)OCO2	-9	1	0.1	-3	-1	-7	-1	0	1	2
C/C(=N/NC(=O)CN1CCN(Cc2ccccc2Cl)CC1)c1cccnc1	-1	1	-3.0	-2	-1	-6	10	2	4	0
COC(=O)C1SCC2C(=O)N(Cc3ccc(Cl)c(Cl)c3)CC(=O)N21 (centres undefined)	2	-2	-0.9	1	-2	-4	3	2	0	0
CC1CCN(c2ccc(NC(=O)c3ccc(Br)o3)cc2)CC1	-3	0	-3.3	4	-13	4	-9	-2	-18	-2
CCn1c(SCC(=O)NC(C)(C)C)nnc1-c1ccncc1	-5	5	1.6	-4	3	1	2	-2	-2	5
Cc1ccc(NC(=O)Cc2c(F)cccc2Cl)cc1S(=O)(=O)N1CCOCC1	1	-8	-1.8	3	-4	2	2	2	-1	1
COc1ccc(NC2=CC(c3ccc(OC)cc3)N(c3ccc(OC)cc3)C2=O)cc1 (centres undefined)	-3	-2	-1.4	2	6	1	6	0	-5	-8
CN1CCN(c2nc(-c3ccc(Cl)cc3)cc(=O)[nH]2)CC1	-2	4	1.2	-1	2	-4	6	1	5	-3
Cc1ccc(C(O)c2ccncc2)cc1 (centres undefined)	-10	-1	0.1	1	2	5	8	4	-9	-3
Cc1cc(NC(=O)CCC(=O)N(c2ccccc2)C(C(=O)NC2CCCC2)c2ccccc2)no1 (centres undefined)	-4	-10	-1.2	3	2	9	3	-2	1	-1
CCn1c(SCC(=O)c2ccccc2)nnc1-c1cccnc1	4	12	0.4	1	1	12	3	-5	3	-2
CCN=C1S/C(=C/c2ccc(-c3ccc(Cl)cc3C(=O)O)o2)C(=O)N1CC	1	-9	-3.6	4	-11	4	-7	17	16	11
COc1cc(C(=O)Nc2ccc3c(c2)OCCO3)ccc1OC(C)C	6	-5	0.4	-1	-13	-1	10	0	1	-3
COc1cccc(NC(=O)CCSc2ccc3ccccc3n2)c1	9	-20	-1.0	-2	-7	4	4	1	-7	-3
O=[N+]([O-])c1cccc2[nH]c(CNc3nc(N4CCOCC4)nc4c3ncn4-c3ccsc3)nc12	2	nt	nt	-4	-2	nt	5	-4	11	-4
Cc1cccc(/C=N/NC(=O)c2ccc(NC(=O)c3cccc(Cl)c3)cc2)n1	2	-21	-2.8	2	-17	-6	-1	0	-9	-1
O=c1cc(C(F)(F)F)nc(-c2ccccc2OC(F)(F)F)[nH]1	-12	9	-2.0	3	0	3	-8	-3	-10	1
O=S(=O)(/C=C/c1ccccc1)N1CCNCC1	2	-1	-0.6	3	2	8	14	-3	0	-2
Cc1ccccc1OCC(O)CN1CCN(CC(O)COc2ccccc2C)C(C)C1 (centres undefined)	-8	6	1.2	2	-2	-4	26*	0	28	5
CCOc1cc(-c2nc(C)c(C(C)=O)n2O)ccc1OCC(=O)Nc1ccc(F)cc1	0	-12	-2.9	4	3	-4	-5	-6	-12	3
Cc1ccc(C)c2[nH]c(=O)c(CCNC(=O)c3ccc(S(=O)(=O)N(C)C)cc3)cc12	7	-4	0.2	1	1	1	0	1	2	0
CCCCNC(=O)c1cn(-c2ccc(OCC)cc2)c(=O)c2cc(OC)c(OC)cc12	3	-1	1.9	1	-4	-5	-23	4	-18	9
CC(=O)Nc1ccc(-c2ccnc3c2CC(C)(C(=O)NCc2cccc(Cl)c2)O3)cc1 (centres undefined)	4	nt	-0.2	4	-7	-4	4	-3	12	0
Cc1ccc(C(O)(C(=O)NN(C(=O)c2ccccc2)c2ccccc2)c2ccc(C)cc2)cc1	1	-12	-0.6	-8	-31	4	-5	2	-54	3
COc1cccc(C(=O)Nc2ccc3c(c2)C(=O)N(CCC(=O)O)C3=O)c1	-1	4	-3.5	1	-3	-8	5	-1	-5	2
COc1ccccc1C1CC(c2ccc(Cl)cc2)Nc2nc(N)nn21 (centres undefined)	3	-2	1.9	4	-1	-8	-2	2	-2	1

As a working copy, 7 of the compounds above.
SMILES	Tn7 DDE FP	HTRA1 inhibitor	PG9 binder	LEDGF integ inh	SIAE primary	TCR CD3 inh	TDP2 absorb	PRMT1 FP inh	mABHD4 FP	UHRF1 MBD2 ctr
CCN=C1S/C(=C/c2ccc(-c3ccc(Cl)cc3C(=O)O)o2)C(=O)N1CC	1	-9	-3.6	4	-11	4	-7	17	16	11
COc1cc(C(=O)Nc2ccc3c(c2)OCCO3)ccc1OC(C)C	6	-5	0.4	-1	-13	-1	10	0	1	-3
COc1cccc(NC(=O)CCSc2ccc3ccccc3n2)c1	9	-20	-1.0	-2	-7	4	4	1	-7	-3
O=[N+]([O-])c1cccc2[nH]c(CNc3nc(N4CCOCC4)nc4c3ncn4-c3ccsc3)nc12	2	nt	nt	-4	-2	nt	5	-4	11	-4
Cc1cccc(/C=N/NC(=O)c2ccc(NC(=O)c3cccc(Cl)c3)cc2)n1	2	-21	-2.8	2	-17	-6	-1	0	-9	-1
O=c1cc(C(F)(F)F)nc(-c2ccccc2OC(F)(F)F)[nH]1	-12	9	-2.0	3	0	3	-8	-3	-10	1
O=S(=O)(/C=C/c1ccccc1)N1CCNCC1	2	-1	-0.6	3	2	8	14	-3	0	-2

Next part
SMILES	Tn7 DDE FP	HTRA1 inhibitor	PG9 binder	LEDGF integ inh	SIAE primary	TCR CD3 inh	TDP2 absorb	PRMT1 FP inh	mABHD4 FP	UHRF1 MBD2 ctr
O=C(COC(=O)c1ccccc1Nc1ccccc1F)c1ccccc1	-4	-10	-1.4	-6	-9	-6	-3	2	-9	3
O=C(Cc1ccccc1)N[C@H](c1ccccc1)P(=O)(O)CO	1	6	3.4	2	-3	3	-6	0	5	0
COc1ccc(/C=C(/C(=O)Nc2ccccc2C(=O)NC(C)C)c2ccccc2)cc1	-5	-69	-2.4	3	-11	4	-12	-3	-27	-3
Cc1nc(Nc2ccncc2)c2oc3ccccc3c2n1	6	1	-2.2	3	1	0	-4	-4	4	-13
CCCN(CCO)Cc1cccc(Cl)c1	6	-1	-1.4	-1	-11	11	8	5	13	10
O=C(NCc1ccco1)/C(=C/c1ccc(F)cc1)NC(=O)c1ccccc1	6	-1	-1.2	0	5	-11	5	5	-1	2
O=C(Oc1ccccc1C(=S)N1CCOCC1)c1ccccc1	-6	3	1.2	0	4	-2	2	3	4	-2
CC(=O)Nc1nc(C(=O)Nc2c(C)n[nH]c2C)cs1	-6	-3	-0.4	-2	2	-3	8	-3	-3	1
Cc1c(OCC(=O)NCC(O)c2ccccc2)ccc2c(-c3ccccc3)cc(=O)oc12 (centres undefined)	3	-12	-0.1	1	10	-4	6	0	-1	-4
Cc1ccc2nc(CCc3nc4ccc(C)cc4[nH]3)[nH]c2c1	1	-14	-2.9	4	-16	4	-27	-3	-7	-3
O=C(COc1ccc2c(c1)OCO2)Nc1ccc(Cl)cn1	2	1	-0.8	5	9	-2	-12	0	4	-2
Cc1c(C(=O)N2CCOCC2)[nH]c2c1C(=O)CC(c1ccc(Cl)cc1)C2 (centres undefined)	8	3	-1.9	-2	-3	1	-13	-1	4	0
NCCCCCc1nnc(SCC(=O)Nc2cccc(Cl)c2)o1	3	0	0.1	1	-1	5	-7	3	0	-2
O=C(CNC(=O)c1cccs1)OCC(=O)c1ccc(Br)cc1	-6	10	-1.4	-2	1	-1	4	-3	1	4
Cc1cccc(N2CCN(C(C)C(=O)N3CCc4ccccc43)CC2)c1C (centres undefined)	1	4	-0.2	1	6	4	-1	-3	5	0
Cc1nc2ccc(NC(=O)c3ccco3)cc2s1	-8	2	-3.1	-2	-3	0	-5	-2	-12	-2
CC1CCCC(C)N1C(=O)COC(=O)c1cc(Br)ccc1Cl (centres undefined)	-4	-6	0.2	-9	-4	-1	-8	3	3	4
CCc1ccc(N(C(=O)c2csnn2)C(C(=O)NC2CCCC2)c2cccnc2)cc1 (centres undefined)	-4	-3	-2.0	-1	-4	-2	4	1	7	2
